Compound activity from PubChem BioAssay.
TcdB GH inh – TcdB glycohydrolase inhibition; TcdB glycohydrolase enzymatic assay, plate reader; inhibition, % at 9.99 µM; AID 652162; 0.24% of 350,000 active; in the data active = inhibition above about 10%
Numbers without * were called inactive; & = joins results of further samples. Not all compounds are listed. The share of hits here may be higher or lower than overall.

SMILES	TcdB GH inh
CCCC#Cc1ccc2c(c1)O[C@@H](CN(C)C(=O)CC)[C@H](C)CN([C@H](C)CO)S2(=O)=O	-0.8
Cc1ccc(S(=O)(=O)Nc2ccc3c(c2)C(=O)N([C@H](C)CO)C[C@H](C)[C@@H](CN(C)S(=O)(=O)c2cccs2)OCCCC[C@@H](C)O3)cc1	0.4
C[C@@H]1CN([C@@H](C)CO)C(=O)Cc2cc(NC(=O)Cn3cnnn3)ccc2O[C@H]1CN(C)C	-0.3
C[C@@H]1CN([C@@H](C)CO)C(=O)c2cc(NS(=O)(=O)c3ccc(Cl)cc3)ccc2O[C@@H](C)CCCCO[C@H]1CN(C)Cc1ccc2c(c1)OCO2	0.2
Cc1noc(C)c1NC(=O)N(C)C[C@H]1OCCCC[C@@H](C)Oc2ccc(NC(=O)NC(C)C)cc2C(=O)N([C@H](C)CO)C[C@@H]1C	0.5
CC(C)OC(=O)N(C)C[C@H]1OCc2ccccc2-c2c(n(C)c3ccccc23)C(=O)N([C@@H](C)CO)C[C@@H]1C	0.9
COc1ccc(NC(=O)N2CC(=O)N3[C@H](C2)[C@@H](c2ccc(-c4ccc(C)cc4)cc2)[C@@H]3CO)cc1	-0.9
C[C@H](CO)N1C[C@H](C)[C@H](CN(C)Cc2ccccc2)Oc2c(NC(=O)c3cnccn3)cccc2C1=O	-6.5
CO[C@H]1CN(C)C(=O)c2ccc(NC(=O)Nc3cc(F)ccc3F)cc2OC[C@@H](C)N(C)C[C@@H]1C	-1.2
CNC[C@H]1Oc2ncc(C#CC3(O)CCCC3)cc2C(=O)N([C@@H](C)CO)C[C@H]1C	0.8

Next section; it opens with the 2 that closed the last part.
SMILES	TcdB GH inh
CO[C@H]1CN(C)C(=O)c2ccc(NC(=O)Nc3cc(F)ccc3F)cc2OC[C@@H](C)N(C)C[C@@H]1C	-1.2
CNC[C@H]1Oc2ncc(C#CC3(O)CCCC3)cc2C(=O)N([C@@H](C)CO)C[C@H]1C	0.8
CN1CCN(C(=O)C[C@H]2CC[C@H]3[C@H](COc4ccc(NC(=O)C5CCC5)cc4C(=O)N3C)O2)CC1	-0.5
O=C(Cc1ccccc1)N1C[C@@H]2[C@H](c3ccccc31)[C@H](CO)N2S(=O)(=O)c1ccccc1	0.6
COc1ccc(CN(C)C[C@H]2Oc3c(NS(=O)(=O)c4ccc(Cl)cc4)cccc3C(=O)N([C@H](C)CO)C[C@@H]2C)cc1	0.4
Cc1noc(C)c1S(=O)(=O)Nc1ccc2c(c1)C(=O)N([C@@H](C)CO)C[C@H](C)[C@@H](CN(C)S(=O)(=O)c1ccccc1)O2	0.8
CN(C)C(=O)c1cc2c(c(-c3cccc(C4=CCCC4)c3)n1)[C@H](CCO)N([S@@](=O)C(C)(C)C)C2	0.2
Cc1ccc(S(=O)(=O)Nc2ccc3c(c2)C(=O)N([C@H](C)CO)C[C@@H](C)[C@@H](CN(C)Cc2ccc(C(=O)O)cc2)OCCCC[C@@H](C)O3)cc1	-0.5
C[C@H](O)C#Cc1ccc([C@H]2[C@H](CO)N3CCCCN(C(=O)c4cccc(F)c4)C[C@@H]23)cc1	-1.3
C[C@H]1CN([C@@H](C)CO)C(=O)c2cc(-c3ccncc3)cnc2O[C@@H]1CN(C)S(=O)(=O)c1ccc(F)cc1	1.0
O=C(C[C@H]1CC[C@@H]2[C@H](COC[C@H](O)CN2C(=O)Nc2ccc(F)cc2)O1)NC1Cc2ccccc2C1	-0.4
CO[C@H]1CN(C)C(=O)c2cc(NC(C)=O)ccc2OC[C@H](C)N(C(=O)Cc2ccccn2)C[C@H]1C	0.1
COc1ccc(S(=O)(=O)Nc2ccc3c(c2)C(=O)N([C@@H](C)CO)C[C@H](C)[C@@H](CN(C)CC2CC2)OCCCC[C@H](C)O3)cc1	-0.2
COc1ccc(NC(=O)N[C@H]2CC[C@@H](CCNS(=O)(=O)c3ccccc3F)O[C@@H]2CO)cc1	-0.6
O=C1CCCn2cc(nn2)COCC2CCCN12 (stereo not drawn)	-0.7
CNC[C@@H]1Oc2c(NC(=O)c3nc4ccccc4s3)cccc2C(=O)N([C@@H](C)CO)C[C@H]1C	0.0
Cc1noc(C)c1S(=O)(=O)N(C)C[C@H]1Oc2ccc(NC(=O)NC3CCCCC3)cc2CC(=O)N([C@H](C)CO)C[C@@H]1C	0.4
Cc1noc(C)c1S(=O)(=O)Nc1ccc2c(c1)C(=O)N([C@H](C)CO)C[C@@H](C)[C@H](CN(C)S(=O)(=O)c1c(C)noc1C)OCCCC[C@@H](C)O2	0.2
COc1ccc(-c2ccc3n(c2=O)C[C@@H]2[C@@H](CO)[C@H](C(=O)O)[C@H]3N2C(=O)c2ccccc2F)cc1	-1.6
C/C=C/c1ccc([C@@H]2[C@@H](CN(C)C(=O)CC)N(C(=O)NC(C)C)[C@H]2CO)cc1	-0.1
CCCNC(=O)C[C@H]1CC[C@@H]2[C@H](COc3ccc(NC(=O)c4cscn4)cc3C(=O)N2C)O1	0.0
C[C@H]1CCCCO[C@H](CN(C)C(=O)Cc2ccccc2)[C@@H](C)CN([C@@H](C)CO)C(=O)c2cc(NS(=O)(=O)c3cccs3)ccc2O1	0.0
C[C@@H]1CN([C@H](C)CO)C(=O)Cc2cc(NC(=O)Nc3cccc4ccccc34)ccc2O[C@H]1CN(C)Cc1ccc(C(=O)Nc2ccccc2N)cc1	-3.1
C[C@H](CO)N1C[C@H](C)[C@H](CN(C)S(=O)(=O)c2cccs2)Oc2ccc(NC(=O)Cc3cn(C)c4ccccc34)cc2C1=O	-0.2
O=C(C[C@H]1C=C[C@H](NC(=O)Cc2cccnc2)[C@H](CO)O1)Nc1ccc(-c2ccccc2)cc1	-0.1
C[C@H]1CN([C@@H](C)CO)C(=O)Cc2cc(NS(=O)(=O)c3ccccc3)ccc2O[C@H]1CN(C)Cc1ccc(C(=O)O)cc1	0.2
CCS(=O)(=O)Nc1ccc2c(c1)C(=O)N(C)C[C@@H](OC)[C@@H](C)CN[C@@H](C)CO2	-0.1
COCC#Cc1ccc2c(c1)O[C@H](CN(C)C(=O)COC)[C@H](C)CN([C@H](C)CO)S2(=O)=O	-0.4
N#Cc1cccc(-c2ccc(C3[C@H]4CNC[C@@H]3N4S(=O)(=O)c3ccc(F)cc3)cc2)c1 (stereo partly drawn)	0.4&0.3
COc1ccccc1-c1ccc([C@H]2[C@H]3CN(S(=O)(=O)c4cn(C)cn4)CCCCN3[C@H]2CO)cc1	-0.4
Cc1ccc(S(=O)(=O)N[C@@H]2CC[C@H](CC(=O)N3CCc4ccccc4C3)O[C@@H]2CO)cc1	-0.1
Cc1ccc(S(=O)(=O)Nc2ccc3c(c2)CC(=O)N([C@H](C)CO)C[C@H](C)[C@H](CN(C)C(=O)NC2CCCCC2)O3)cc1	0.4
CO[C@@H]1CN(C)C(=O)c2cc(NC(C)=O)ccc2OC[C@H](C)N(C(=O)c2cccnc2)C[C@H]1C	0.9
O=C(C[C@@H]1C=C[C@@H](NC(=O)C2CCC2)[C@H](CO)O1)NCC1CC1	0.9
CN(C)C(=O)[C@H]1[C@H](CO)[C@H]2Cn3c(ccc(-c4ccccc4F)c3=O)[C@H]2N1C(=O)c1cnccn1	1.9
CCC(=O)N1CC[C@@H]2[C@H](CO)Nc3ccc(C#Cc4ccccc4)cc3[C@@H]21	1.1
O=C(N[C@@H]1CC[C@@H](CCn2cc(C3(O)CCCC3)nn2)O[C@H]1CO)C1CCOCC1	-0.4
C[C@@H]1CN([C@H](C)CO)C(=O)c2cccc(NC(=O)c3cnccn3)c2O[C@@H]1CN(C)S(C)(=O)=O	0.1
COc1ccccc1CNC(=O)C[C@@H]1C=C[C@@H](NC(C)=O)[C@@H](CO)O1	0.2
C[C@H]1CN([C@@H](C)CO)C(=O)Cc2cc(NC(=O)Nc3ccccc3)ccc2O[C@H]1CN(C)S(=O)(=O)c1ccc(F)cc1	-2.1
CO[C@H]1CN(C)C(=O)c2cc(NC(C)=O)ccc2OC[C@H](C)N(Cc2cncnc2)C[C@H]1C	-1.2
CC(=O)N1CC(=O)N2[C@H](CO)[C@@H](c3ccc(-c4ccc(C)cc4)cc3)[C@@H]2C1	-1.1
COc1ccc(S(=O)(=O)Nc2ccc3c(c2)C(=O)N([C@H](C)CO)C[C@@H](C)[C@@H](CN(C)Cc2ccc4c(c2)OCO4)O3)cc1	0.6
Cc1cccc(CN(C)C[C@H]2OCc3cnnn3CCCC(=O)N([C@H](C)CO)C[C@H]2C)c1	-0.4
CO[C@@H]1CN(C)C(=O)c2cc(NC(=O)C3CCOCC3)ccc2OC[C@@H](C)NC[C@H]1C	-0.6
O=C(c1cnccn1)N1CC(=O)N2[C@H](C1)[C@H](c1ccc(-c3ccccc3)cc1)[C@@H]2CO	0.4
CCC(=O)N1[C@@H]2Cn3c(ccc(C4=CCCCC4)c3=O)[C@H]1[C@@H](C(=O)N[C@@H](C)c1ccccc1)[C@@H]2CO	0.7
O=C(N[C@@H]1C=C[C@H](CC(=O)N2CCN(c3ccccc3)CC2)O[C@H]1CO)c1ccccc1	-0.1
CC(C)(C)[S@](=O)N1Cc2cc(C(=O)NCCc3ccncc3)nc(-c3cccc(-c4cccnc4)c3)c2[C@@H]1CCO	1.9
CCC(=O)Nc1ccc2c(c1)OC[C@H](C)N(Cc1ccccc1C(=O)O)C[C@@H](C)[C@H](OC)CN(C)C2=O	-0.6
COCC(=O)Nc1ccc2c(c1)[C@@H]1C[C@H](CC(=O)NCCN3CCCCC3)O[C@@H](CO)[C@@H]1O2	-8.4
C[C@@H](NC(=O)C[C@@H]1CC[C@H]2[C@@H](COC[C@@H](O)CN2C(=O)Nc2cc(Cl)cc(Cl)c2)O1)c1ccccc1	-2.7
Next section.
SMILES	TcdB GH inh
C/C=C/c1cnc2c(c1)C(=O)N([C@@H](C)CO)C[C@@H](C)[C@@H](CN(C)C(=O)Nc1ccc(C(F)(F)F)cc1)O2	1.2
C[C@H]1CN([C@@H](C)CO)C(=O)Cc2cc(NC(=O)CCCCCC(=O)Nc3ccccc3N)ccc2O[C@H]1CN(C)C	-0.9
O=C([C@@H]1[C@@H](CO)[C@@H]2Cn3c(ccc(C4=CCCC4)c3=O)[C@H]1N2C(=O)c1ccccc1)N1CCOCC1	-0.2
C[C@H](CO)N1C[C@H](C)[C@H](CN(C)Cc2ccc3c(c2)OCO3)Oc2ccc(NC(=O)Nc3ccc(C(F)(F)F)cc3)cc2C1=O	-0.3
CCC(=O)N1CCCCN2[C@H](C1)[C@H](c1ccc(C#Cc3ccccc3F)cc1)[C@@H]2CO	-2.3
C[C@H]1CN([C@@H](C)CO)C(=O)c2cc(NS(=O)(=O)c3ccc(Cl)cc3)ccc2O[C@@H]1CN(C)Cc1ccc(C(=O)O)cc1	0.4
C[C@H]1CN([C@@H](C)CO)C(=O)Cc2cc(NC(=O)CCN3CCOCC3)ccc2O[C@H]1CN(C)Cc1ccc2c(c1)OCO2	0.3
O=C(C[C@H]1CC[C@@H]2[C@H](COC[C@@H](O)CN2Cc2ccccc2)O1)N[C@@H]1CCN(Cc2ccccc2)C1	-0.6
O=C(C[C@H]1C[C@H]2c3cc(NC(=O)NC4CCCC4)ccc3O[C@H]2[C@@H](CO)O1)NC1CCCC1	-0.1
C[C@@H]1CN([C@H](C)CO)C(=O)Cc2cc(NC(=O)NC3CCCCC3)ccc2O[C@@H]1CN(C)C(=O)NC1CCCCC1	-0.9

Some of the entries above, reformatted.
C[C@H]1CN([C@@H](C)CO)C(=O)c2cc(NS(=O)(=O)c3ccc(Cl)cc3)ccc2O[C@@H]1CN(C)Cc1ccc(C(=O)O)cc1
  TcdB GH inh: 0.4
C[C@H]1CN([C@@H](C)CO)C(=O)Cc2cc(NC(=O)CCN3CCOCC3)ccc2O[C@H]1CN(C)Cc1ccc2c(c1)OCO2
  TcdB GH inh: 0.3
O=C(C[C@H]1CC[C@@H]2[C@H](COC[C@@H](O)CN2Cc2ccccc2)O1)N[C@@H]1CCN(Cc2ccccc2)C1
  TcdB GH inh: -0.6
O=C(C[C@H]1C[C@H]2c3cc(NC(=O)NC4CCCC4)ccc3O[C@H]2[C@@H](CO)O1)NC1CCCC1
  TcdB GH inh: -0.1

Other structures:
SMILES	TcdB GH inh
C[C@@H]1CCCCO[C@@H](CN(C)CC2CC2)[C@@H](C)CN([C@H](C)CO)C(=O)c2cc(NS(=O)(=O)c3cn(C)cn3)ccc2O1	-1.3
C[C@@H]1CCCCO[C@@H](CN(C)Cc2ccccc2)[C@H](C)CN([C@@H](C)CO)C(=O)c2cc(NC(=O)Nc3ccc4c(c3)OCO4)ccc2O1	-0.5
CCCC(=O)N1CC2(CN(S(C)(=O)=O)C2)c2c([nH]c3cc(OC)ccc23)[C@@H]1CO	0.6
C[C@@H]1CN([C@@H](C)CO)C(=O)c2cccc(NS(=O)(=O)c3cccs3)c2O[C@H]1CN(C)C	0.6
O=C(C[C@@H]1C[C@H]2c3cc(NC(=O)c4ccc5c(c4)OCO5)ccc3O[C@H]2[C@@H](CO)O1)NCc1cccc(F)c1	8.9
O=S(=O)(c1ccccc1F)N1CC[C@H]2[C@H](CO)Nc3ccc(-c4ccccc4)cc3[C@H]21	-0.7
CN(C)CC(=O)N[C@H]1CC[C@H](CCNC(=O)C2CCCCC2)O[C@@H]1CO	1.1
O=C(C[C@H]1CC[C@@H]2[C@H](COC[C@@H](O)CN2Cc2cc(F)ccc2F)O1)NCc1ccc(Cl)cc1	-1.2
CC(C)COC(=O)N(C)C[C@H]1OCc2ccccc2-c2c(n(C)c3ccccc23)C(=O)N([C@@H](C)CO)C[C@@H]1C	0.5
COCC(=O)N1[C@H](CO)[C@@H](c2ccccc2)[C@@H]1C#N	-0.4
O=C(c1ccccn1)N1CC(=O)N2[C@H](C1)[C@@H](c1ccc(-c3cccc(F)c3)cc1)[C@@H]2CO	-0.6
CCC(=O)Nc1ccc2c(c1)C(=O)N(C)C[C@H](OC)[C@@H](C)CN(C(=O)CN(C)C)[C@@H](C)CO2	-1.2
